Screens as filed in PubChem BioAssay.
SUMO HTRF inh: inhibitors of human SUMOylation (UBC9) | P63279 | HTRF SUMOylation assay, SAE1/SAE2 + UBC9, in vitro | inhibition, % at 35 µM | 290,000 compounds, 0.36% hits; in the data active = inhibition above about 50%, passing the limit was not always enough; note: strong numbers were not always called active
Target sequence (P63279 whole entry, looked up): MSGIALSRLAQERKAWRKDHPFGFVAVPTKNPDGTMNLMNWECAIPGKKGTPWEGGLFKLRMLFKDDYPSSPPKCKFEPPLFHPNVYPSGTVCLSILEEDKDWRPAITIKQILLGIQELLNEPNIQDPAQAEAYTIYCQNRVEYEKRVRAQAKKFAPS
FID counter: fluorescent intercalator displacement, NS3 helicase counter-screen. DNA fluorescent intercalator displacement, fluorescence. inhibition, % at 7.9 µM. 290,000 compounds, 0.17% hits. AID 1845; in the data active = inhibition above about 37%;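 note: 0% = vehicle and 100% = reference compound; higher means more ethidium bromide displaced from hairpin DNA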
p-CIP stab down: p/CIP protein destabilization | Q05BA5 | F442A p/CIP-EGFP cells, EGFP fluorescence, 16 h | decrease of EGFP signal, % at 10 µM | 290,000 compounds, 0.01% hits | AID 1984;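 active = EGFP signal decrease of at least 30% at 10 µM or well 3 SD below plate mean, unless failing retest; inactive = the rest, including hits failing retest or dose response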; note: some compounds called inactive have numbers as strong as hits; many of its hits are not listed in these tables
VIM-2 inhibitor: blocks Pseudomonas aeruginosa VIM-2 metallo-beta-lactamase | 290,000 compounds, 0.89% hits | purified VIM-2, nitrocefin hydrolysis, epi-absorbance fluorescence | inhibition, % at 5.6 µM;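 active = inhibition above the mean of all tested compounds plus 3 SD, cutoff set per screening run, cut at about 7.5% in these data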;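 note: red hydrolysis product quenches plate fluorescence so inhibitors raise well fluorescence; 0% = enzyme with DMSO and 100% = DMSO without enzyme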
IDE act: IDE (human) activation, cell-based. 340,000 compounds, 0.073% hits. activation, % at 5.96 µM. HEK cells, FAbeta-B cleavage, fluorescence polarization; 0% vehicle, 100% cell-free pure enzyme wells. AID 493087;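 active = activation above the mean of all tested compounds plus 3 SD, set per screening campaign, cut at about 17% in these data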
PHOSPHO1 block: PHOSPHO1 (human) inhibition; recombinant PHOSPHO1, absorbance phosphatase assay; 290,000 compounds, 1.1% hits; Q8TCT1; inhibition, % at 13.3 µM; in the data active = inhibition above about 60%
Target sequence (Q8TCT1 whole entry, looked up): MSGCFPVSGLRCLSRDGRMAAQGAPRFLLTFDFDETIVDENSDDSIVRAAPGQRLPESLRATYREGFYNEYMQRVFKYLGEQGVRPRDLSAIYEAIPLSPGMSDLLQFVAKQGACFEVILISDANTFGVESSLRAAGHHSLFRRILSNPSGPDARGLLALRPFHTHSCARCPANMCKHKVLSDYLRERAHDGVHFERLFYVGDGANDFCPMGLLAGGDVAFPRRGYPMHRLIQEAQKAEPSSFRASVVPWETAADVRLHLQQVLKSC
IMP-1 inh: inhibitors of Pseudomonas aeruginosa IMP-1 metallo-beta-lactamase. purified IMP-1, nitrocefin hydrolysis, epi-absorbance fluorescence. inhibition, % at 5.6 µM. 290,000 compounds, 0.45% hits. AID 1556;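 active = inhibition above the mean plus 3 SD of all compounds in the same screening run, cut at about 4.5% in these data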;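 note: 0% = IMP-1 with DMSO and 100% = DMSO wells lacking enzyme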
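System – purified recombinant IMP-1 beta-lactamase · Input – IMP-1 dispensed at 0.2 nM · Timing – 15 min preincubation plus 25 min reaction at 25 °C · Signal – Epi-absorbance fluorescence, 480 nm excitation, 530 nm emission · Measure – percent IMP-1 inhibition derived from blank-referenced optical density · Controls – Enzyme-plus-DMSO low control, enzyme-free DMSO high control · Replication – singlicate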
HCV NS3 hel inh: inhibitors of Hepatitis C virus NS3 helicase; NS3 helicase DNA unwinding, Cy5 molecular beacon fluorescence; inhibition, % at 10.9 µM; 290,000 compounds, 0.56% hits;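 active = inhibition above the mean of all tested compounds plus 3 SD, set per campaign, cut at about 35% in these data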;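 note: 0% = DMSO wells and 100% = thioflavine S control wells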
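Measured by: Cy5 fluorescence, 0 and 60 min reads / Assay system: NS3 helicase fragment of HCV / Control set: low DMSO, high thioflavine S at 110 µM / Times: 1 h reaction at 25 °C, ATP-initiated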
MEKK3 PB1 HTS: MEKK3-MEK5 PB1 interaction, increase or decrease | Q99759 | bead-based flow cytometry, Alexa488-MEK5 binding to MEKK3; actives lie on both sides; 0 = blocked by unlabeled MEK5, 100 = vehicle | binding response (% of control), % at 10 µM | 290,000 compounds, 1.4% hits | AID 1529;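 active = binding response more than 3 SD above or below the average of its plate-row segment, actives on both sides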;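 note: Alexa488 bead fluorescence after subtracting the streptavidin-only scavenger bead signal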
Target sequence (Q99759 whole entry, looked up): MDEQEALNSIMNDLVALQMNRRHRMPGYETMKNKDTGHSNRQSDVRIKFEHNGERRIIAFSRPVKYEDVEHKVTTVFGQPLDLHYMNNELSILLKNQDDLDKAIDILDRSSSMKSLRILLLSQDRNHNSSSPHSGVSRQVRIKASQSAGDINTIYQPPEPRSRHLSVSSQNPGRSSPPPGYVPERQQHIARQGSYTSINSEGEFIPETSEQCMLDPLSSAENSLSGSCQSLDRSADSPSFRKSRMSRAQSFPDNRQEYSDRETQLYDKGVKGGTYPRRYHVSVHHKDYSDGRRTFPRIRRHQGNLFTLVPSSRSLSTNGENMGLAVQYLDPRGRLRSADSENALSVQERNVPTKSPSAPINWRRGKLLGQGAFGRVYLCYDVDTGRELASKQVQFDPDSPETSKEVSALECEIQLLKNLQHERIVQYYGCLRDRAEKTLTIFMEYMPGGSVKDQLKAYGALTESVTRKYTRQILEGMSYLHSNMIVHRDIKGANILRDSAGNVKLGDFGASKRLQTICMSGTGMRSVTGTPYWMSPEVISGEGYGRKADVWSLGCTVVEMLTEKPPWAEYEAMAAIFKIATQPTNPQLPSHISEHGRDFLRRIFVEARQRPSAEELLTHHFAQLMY
* hit, by the source's call; . = not tested or not shown.

A first look (two entries):
SMILES | SUMO HTRF inh | FID counter | p-CIP stab down | VIM-2 inhibitor | IDE act | PHOSPHO1 block | IMP-1 inh | HCV NS3 hel inh | MEKK3 PB1 HTS
CC1=C(C#N)C(NC(=O)c2cccc(Cl)c2)(C(F)(F)F)C(=O)N1 (stereo not given) | 16 | 4 | -6 | -3.6 | 0 | 7 | -3.2 | -1 | 104
CN(/N=C/c1ccc(O)cc1O)c1nc(-c2ccccc2)cc(-c2ccccc2)n1 | 6 | 0 | 9 | -2.6 | 0 | -26 | -1.5 | -4 | 99

The list itself (from the top)
SMILES | SUMO HTRF inh | FID counter | p-CIP stab down | VIM-2 inhibitor | IDE act | PHOSPHO1 block | IMP-1 inh | HCV NS3 hel inh | MEKK3 PB1 HTS
CC1=C(C#N)C(NC(=O)c2cccc(Cl)c2)(C(F)(F)F)C(=O)N1 (stereo not given) | 16 | 4 | -6 | -3.6 | 0 | 7 | -3.2 | -1 | 104
CN(/N=C/c1ccc(O)cc1O)c1nc(-c2ccccc2)cc(-c2ccccc2)n1 | 6 | 0 | 9 | -2.6 | 0 | -26 | -1.5 | -4 | 99
O=C(Nc1cnn(Cc2ccc(Cl)c(Cl)c2)c1)c1nc2ncccn2n1 | -8 | -11 | -1 | -0.9 | -1 | 0 | -0.7 | 5 | 107
CCCCn1c(SCC(=O)N2CCCCC2)nc2cc(S(N)(=O)=O)ccc21 | 0 | -27 | -4 | 1.1 | 4 | 3 | -1.0 | -6 | 81
O=C(c1cccs1)N1CCN(S(=O)(=O)Cc2ccccc2)CC1 | -9 | -8 | -4 | -2.0 | -1 | -20 | -2.9 | 7 | 103
COc1ccc(NC(=O)C(C)N(c2ccc(C)cc2)S(C)(=O)=O)cc1 (stereo not given) | 12 | -12 | -11 | -0.2 | -6 | 3 | -2.6 | -9 | 95
Cc1nc2sc(C(c3ccc(Cl)cc3)N3CC(C)OC(C)C3)c(O)n2n1 (stereo not given) | 8 | -20 | 0 | -2.5 | 8 | 13 | -2.5 | 6 | 99
COc1ccc(/C=C(/C#N)S(=O)(=O)c2ccc(C)cc2)cc1 | 2 | 2 | -4 | -7.3 | -3 | 6 | -0.3 | 5 | 84
C=CCOc1c(CNc2ncn[nH]2)cccc1OCC | -12 | -1 | -1 | -4.1 | 5 | -16 | -2.8 | -1 | 95
COc1cc(CN(C)CCc2ccccc2)ccc1OCc1ccccc1 | -12 | 23 | -8 | 0.1 | 1 | 24 | -0.3 | -54 | 101
Cc1ccc(NS(=O)(=O)c2cccc(C(=O)N/N=C/c3c(C)nn(-c4ccccc4)c3N3CCCC3)c2)c(C)c1 | 11 | -16 | 0 | -0.6 | 0 | 2 | -2.5 | 0 | 91
O=C(/C=C/c1cccs1)Nc1nncs1 | 8 | 3 | -6 | -0.7 | -1 | 15 | -3.8 | 7 | 99
CN(C(=O)CC1C(=O)NCCN1Cc1ccc(F)cc1Cl)C1CCCCC1 (stereo not given) | -2 | -46 | 2 | -2.0 | -2 | -11 | -1.7 | 1 | 103
O=C(N=C1N=C2C=CC=CN2Cc2ccccc21)c1ccc(S(=O)(=O)N2CCCC2)cc1 | 5 | -4 | 3 | -0.8 | 7 | 51 | -2.2 | 4 | 104
CCOC(=O)c1cc(N)cc([N+](=O)[O-])c1 | -5 | 10 | -12 | -3.3 | 2 | -2 | -0.8 | -15 | 94
CC1CCCCN1C(=O)CN1CCC(c2nc3ccc(Cl)cc3[nH]2)CC1 (stereo not given) | 11 | 5 | -11 | -2.7 | -4 | 52 | -3.5 | -4 | 104
COCCNC(=O)C(c1ccc(C)cc1)N(C(=O)CCC(=O)Nc1ccccn1)c1ccc(C)cc1 (stereo not given) | 14 | -45 | -10 | -3.1 | 6 | 2 | -4.8 | -5 | 99
N#Cc1c(/N=C/c2ccco2)oc(-c2ccccc2)c1-c1ccccc1 | 20 | -3 | 1 | -2.0 | 4 | 17 | -2.2 | 12 | .
O=C(O)C1C2C=CC(C2)C1C(=O)Nc1ccc(C(=O)N2CCCCC2)cc1 (stereo not given) | 15 | -3 | -5 | -2.3 | -1 | 2 | -1.4 | 3 | .
CC1(C)CC(Cc2nc(=S)[nH][nH]2)C(=O)O1 (stereo not given) | -4 | -2 | -10 | -4.5 | -2 | 47 | -4.0 | 14 | 101
COc1ccccc1C(OC(=O)c1cccs1)C(=O)NCC1CCCO1 (stereo not given) | 13 | -23 | -16 | -1.8 | -4 | 16 | -2.0 | 1 | 102
Cc1ccc2nc(-c3ccc(SCC(=O)Nc4nnc(C)s4)nc3)[nH]c2c1 | 46 | -9 | 11 | -1.9 | -1 | 1 | -4.5 | -26 | 98
Cc1ccc(S(=O)(=O)c2nc(-c3cccs3)oc2NCCCN(C)C)cc1 | 4 | 11 | -1 | 0.2 | 0 | 19 | 0.9 | -7 | 93
O=C(COC(=O)C1CCN(S(=O)(=O)c2cccc3cccnc23)CC1)c1ccc(F)cc1 | -14 | -15 | -3 | 2.7 | 0 | 9 | -1.3 | 4 | 85
Cc1ccc2c(c1)CCCN2C(=O)c1c(C)noc1C | 16 | -7 | -11 | -1.1 | -5 | 18 | -3.2 | -1 | 100

(next part)
SMILES | SUMO HTRF inh | FID counter | p-CIP stab down | VIM-2 inhibitor | IDE act | PHOSPHO1 block | IMP-1 inh | HCV NS3 hel inh | MEKK3 PB1 HTS
Cc1ccccc1C(=O)NC(NCc1ccco1)C(Cl)(Cl)Cl (stereo not given) | 11 | -3 | -9 | -4.9 | 5 | 15 | -2.9 | 4 | 110
O=C(/C=C/c1ccc(Cl)cc1)NC(=S)Nc1ccc(N2CCOCC2)c(Cl)c1 | 24 | -2 | -1 | -0.5 | -3 | -19 | -3.8 | -1 | 98
NS(=O)(=O)c1ccc(CCNC(=O)C2CCN(S(=O)(=O)c3ccccc3)CC2)cc1 | 10 | -6 | 5 | -0.4 | 5 | -3 | -3.6 | 4 | 102
CC(C)c1ccc(N(CC(=O)NN=C2CCN(C)CC2)S(=O)(=O)c2ccccc2)cc1 | -6 | -24 | 2 | 1.0 | -2 | -7 | -0.9 | 11 | 94
Cc1[nH]c(C)c(S(=O)(=O)N2CCN(c3ccccc3F)CC2)c1C(=O)N1CCCCC1 | 12 | -46 | 5 | 0.3 | 1 | 7 | -0.8 | -6 | 97
O=c1cc(CN2CCN(S(=O)(=O)c3ccc4c(c3)OCCO4)CC2)c2ccc(O)cc2o1 | 38 | -13 | 0 | -0.8 | 6 | -2 | -1.8 | -5 | 96
CC(=O)c1ccc(NC(=O)N2CCc3ccccc3C2)cc1 | 7 | -15 | 0 | -2.3 | 0 | 48 | -1.7 | 2 | 103
COCCCNC(=O)C1CCN(C(=O)c2oc3cc4sc(N(C)C)nc4cc3c2C)CC1 | 41 | -50 | 3 | 2.2 | 3 | 22 | 0.4 | -3 | 100
Cc1ccc2cc(CN(CCCN(C)C)C(=O)NCc3ccccc3)c(=O)[nH]c2c1C | 14 | 19 | 1 | 7.8* | 3 | 11 | -1.4 | -15 | 102
COc1ccc(N2CC(C(=O)Nc3nnc(C4CCCCC4)s3)CC2=O)cc1 (stereo not given) | 6 | -44 | -16 | -2.9 | 2 | 13 | -3.2 | -3 | 102
c1ccc2c(c1)oc1c(NCCN3CCOCC3)ncnc12 | 11 | 6 | -4 | 1.9 | 1 | 48 | -3.7 | 2 | 101
COc1cccc2c1OCC(C(=O)O)C2 (stereo not given) | 9 | 5 | -19 | -3.0 | 0 | 36 | -1.1 | -12 | 97
Cn1c(=O)c2c(nc(NC3CCCC3)n2C)n(C)c1=O | -3 | -5 | 0 | -3.1 | -2 | 38 | -2.4 | 2 | 101
COc1ccc(S(=O)(=O)N2CC(O)CC2C(=O)OCC(=O)Nc2ccc(Cl)cn2)cc1 (stereo not given) | -3 | -18 | -2 | -1.2 | 6 | -21 | -1.9 | 1 | 103
CC(=O)CN1C(=O)NC(c2ccccc2)(c2ccccc2)C1=O | 25 | -6 | 11 | -1.0 | 5 | 40 | -2.7 | -3 | 102
O=C(Nc1ccc(F)c(Cl)c1)c1cncs1 | -8 | -6 | -14 | -0.7 | 3 | 20 | -4.4 | 9 | 104
C#CCSc1nc(-c2cccs2)ccc1C#N | -9 | 0 | -212 | -3.2 | 5 | 21 | -2.5 | 10 | 88
CC(C)Cc1nc(SCC(=O)N2CCOCC2)c2c(=O)n(C)c(=O)n(C)c2n1 | 4 | -41 | 2 | -2.9 | 3 | 41 | -4.0 | 1 | 101
S=C(Nc1ccccc1)N1CCCCCCC1 | 14 | 5 | 7 | -2.0 | 6 | 28 | -1.5 | -3 | 92
Cc1cc(C(=O)N2CCN(c3ccccc3)CC2)no1 | 8 | -14 | -5 | -3.4 | 7 | 6 | -4.3 | 0 | 105
CCN(CC)CCCNC(=O)c1sc2ncn(CC(=O)Nc3ccc(C)c(Cl)c3)c(=O)c2c1C | 6 | 24 | 9 | -2.7 | 6 | -10 | -1.9 | -92 | 106
COc1cc(C2C(C#N)=C(C)NC3=C2C(=O)CC(C)(C)C3)cc(OC)c1O (stereo not given) | 3 | -6 | -5 | -0.8 | 3 | 3 | -1.4 | 0 | 89
Cc1ccc(Cn2cccc(NC(=O)NC3CCCCC3)c2=O)cc1 | 19 | -24 | -5 | -2.4 | 5 | 66* | -0.7 | -5 | 103
COc1cc(NC(=O)C(C)Oc2ccccc2)ccc1NC(=O)COc1ccccc1 (stereo not given) | -15 | -35 | -1 | -2.6 | 0 | 17 | -3.9 | -11 | 102
COc1ccc(C(=O)N(CCCO)C(C)C(=O)NC2CCCCC2)cc1OC (stereo not given) | -3 | -3 | -12 | -3.6 | 2 | 5 | -3.6 | -5 | 100

Single values from the list.
S=C(Nc1ccccc1)N1CCCCCCC1 @ p-CIP stab down: 7
Cc1ccc(Cn2cccc(NC(=O)NC3CCCCC3)c2=O)cc1 @ SUMO HTRF inh: 19

Other results follow.
SMILES | SUMO HTRF inh | FID counter | p-CIP stab down | VIM-2 inhibitor | IDE act | PHOSPHO1 block | IMP-1 inh | HCV NS3 hel inh | MEKK3 PB1 HTS
CC1=C(c2ccc(C(C)C)cc2)S(=O)(=O)N=C1N1CCN(C(=O)c2ccco2)CC1 | -9 | -40 | -14 | -2.1 | -3 | 44 | -4.0 | -4 | 102
CCC(C)(C)n1nnnc1C(c1ccc(C)cc1)N1CCCC1 (stereo not given) | 24 | -5 | -16 | -2.0 | -1 | -6 | -3.9 | -5 | 103
CC(=O)Nc1ccc(C)c(NC(=S)Nc2ccc(F)cc2)c1 | 20 | -3 | -2 | -0.2 | 10 | 25 | 0.5 | 2 | 69
CCOCCCNC(=O)c1cn(CC(C)C)c(=O)c2c1c1ccccc1n2C | 2 | -30 | 8 | 4.7 | -2 | 33 | -2.4 | -3 | 100
O=C(Nc1ccc2c(c1)OCCO2)NC1CCCCC1 | -2 | 0 | -6 | -0.7 | 1 | 34 | -1.3 | 1 | 98
Cc1c(C)c2ccc(OC(C)C(=O)NC3CC(C)(C)NC(C)(C)C3)cc2oc1=O (stereo not given) | . | 12 | -7 | 6.5 | 1 | 70* | -2.3 | 10 | 101
Cc1ccc(CSc2nc3sc(C)c(C)c3c(=O)n2Cc2ccco2)cc1 | 14 | -4 | -20 | -2.5 | -1 | 19 | -2.9 | 0 | 102

The list is partial; rates above refer to the full screens.
